Integrin act MD: activators of alpha7 integrin expression for muscular dystrophy; alpha7betagal myoblasts, beta-gal FDG fluorescence, 48 h; Potency, µM (series often up to 38.3 µM), for inactives: at the highest dose activation, usual class: activators; 350,000 compounds, 0.064% hits; AID 624291; active = well fitted activation curve with a large enough effect;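 note: 100% = response of the positive control SU9516; nearly all actives have a fitted effect of over 60% in size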
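alpha7betagal+/- myoblasts (passage 13, 250/well) treated 48 h at 37C with compounds at 1:260 dilution of DMSO stock. Lysed, then beta-galactosidase activity read as FDG fluorescence (ex 480/em 540) after 30 min, with pre-read for autofluorescence.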
* = called active by the depositor; [ ] = dose if it differs, or a comment. Potency is the fitted concentration of half-maximal effect.

SMILES	Integrin act MD
C[C@H]1CN(CCc2ccccc2)C(=O)[C@@H]1CC(=O)Nc1ccc(Br)cc1	-5%
COc1cc(Cl)c(C)cc1NC(=O)c1ccccc1NC(=O)CN1CCN(C(C)=O)CC1	4%
Cc1noc(NS(=O)(=O)c2ccc(NC(=O)/C=C/c3ccc(Cl)cc3Cl)cc2)c1C	-2%
COc1ccc(C(=O)CC(C(=O)O)c2ccc(OC)c(OC)c2)cc1OC (centres undefined)	-19%
Oc1ccc(CCc2ccccn2)cc1	4%
Cc1ccc(N2CC(O)CSC2=Nc2ccccc2)cc1 (centres undefined)	1%
C[C@H](CO)N1C[C@H](C)[C@H](CN(C)C(=O)Nc2ccc(C(C)(C)C)cc2)OCc2cnnn2CCCC1=O	0%
Nc1ccn([C@@H]2O[C@H](CNCc3cnc(N4CCOCC4)nc3)[C@@H](O)[C@H]2O)c(=O)n1	-4%
O=C(COC(=O)c1ccc(O)cc1)NC1CCCCCCC1	-16%
CC1=C(C(=O)N2CCOCC2)CC(CC(=O)NCC2CCCCC2)C(=O)N1Cc1ccccc1 (centres undefined)	-5%

Reformatted: results already given.
Molecule | Integrin act MD
Cc1ccc(N2CC(O)CSC2=Nc2ccccc2)cc1 (centres undefined) | 1%
C[C@H](CO)N1C[C@H](C)[C@H](CN(C)C(=O)Nc2ccc(C(C)(C)C)cc2)OCc2cnnn2CCCC1=O | 0%
Nc1ccn([C@@H]2O[C@H](CNCc3cnc(N4CCOCC4)nc3)[C@@H](O)[C@H]2O)c(=O)n1 | -4%
O=C(COC(=O)c1ccc(O)cc1)NC1CCCCCCC1 | -16%

More compounds.
SMILES	Integrin act MD
COc1ccc(C(CNC(=O)c2ccc(-c3ccccc3Cl)o2)N2CCCC2)cc1 (centres undefined)	-59%[inhibitor]
CN(C(=O)COC(=O)/C=C/c1ccccc1)C1CCS(=O)(=O)C1 (centres undefined)	8%
Cn1nc(N)c2ncc(-c3ccc(Cl)cc3)nc21	4%
CCC1NC(=O)c2cccnc2-n2c1nc1ccc(OC)cc1c2=O (centres undefined)	-7%
Cc1cccc(C(=O)NC2CCN(CC(=O)Nc3cccc(Cl)c3)CC2)c1	-1%
COCCN(C(=O)COC(=O)c1ccc2ccccc2c1)c1c(N)n(Cc2ccccc2)c(=O)[nH]c1=O	-15%
CCN(CC(=O)Nc1ccc(NC(C)=O)cc1)CC(=O)Nc1cccc2ccccc12	7%
O=C(NCCc1cn2cccnc2n1)C1CCC(=O)N(Cc2ccccc2F)C1 (centres undefined)	-16%
C[C@@H]1CCCCO[C@H](CN(C)S(=O)(=O)c2cccs2)[C@@H](C)CN([C@H](C)CO)C(=O)c2cc(NC(=O)C3CCCCC3)ccc2O1	-23%
C[C@H](CO)N1C[C@H](C)[C@@H](CN(C)C(=O)c2ccc(F)cc2)Oc2cc(Br)ccc2S1(=O)=O	9%

Brought forward from above: seven entries, followed by the next part.
SMILES	Integrin act MD
CCC1NC(=O)c2cccnc2-n2c1nc1ccc(OC)cc1c2=O (centres undefined)	-7%
Cc1cccc(C(=O)NC2CCN(CC(=O)Nc3cccc(Cl)c3)CC2)c1	-1%
COCCN(C(=O)COC(=O)c1ccc2ccccc2c1)c1c(N)n(Cc2ccccc2)c(=O)[nH]c1=O	-15%
CCN(CC(=O)Nc1ccc(NC(C)=O)cc1)CC(=O)Nc1cccc2ccccc12	7%
O=C(NCCc1cn2cccnc2n1)C1CCC(=O)N(Cc2ccccc2F)C1 (centres undefined)	-16%
C[C@@H]1CCCCO[C@H](CN(C)S(=O)(=O)c2cccs2)[C@@H](C)CN([C@H](C)CO)C(=O)c2cc(NC(=O)C3CCCCC3)ccc2O1	-23%
C[C@H](CO)N1C[C@H](C)[C@@H](CN(C)C(=O)c2ccc(F)cc2)Oc2cc(Br)ccc2S1(=O)=O	9%
O=C(COc1ccc(S(=O)(=O)N2CCOCC2)cc1Cl)NCc1ccc2c(c1)OCO2	13%
CCCCCC(=O)N1C[C@@H](n2cc(-c3ccc(F)cc3)nn2)[C@H](O)C[C@@H]1c1ccc(Cl)cc1	-58%[inhibitor]
CCN(CC)S(=O)(=O)c1ccc(N2CC(C(=O)NCc3ccco3)CC2=O)cc1 (centres undefined)	-9%
CC1C(=O)N(Cc2cn(Cc3ccco3)nn2)CCS(=O)(=O)N1Cc1ccc(-c2cccc(CO)c2)cc1 (centres undefined)	16%
C[C@H]1CN([C@@H](C)CO)C(=O)c2cc(C#Cc3ccccn3)cnc2O[C@@H]1CN(C)Cc1ccccc1	-1%
O=C(NCCS(=O)(=O)N1CCN(c2ccccc2)CC1)c1cc(=O)c2ccccc2o1	7%
COc1ccccc1S(=O)(=O)N(C)C[C@H]1OCc2cnnn2CCCC(=O)N([C@@H](C)CO)C[C@@H]1C	-10%
CCN(CC)C(=O)C1=C(C)N(CCCOC)C(=O)C(CC(=O)NCCN2CCOCC2)C1 (centres undefined)	16%
O=C(c1cccs1)N1C[C@@H](n2cc(-c3ccc(F)cc3)nn2)[C@H](O)C[C@@H]1c1ccc(Cl)cc1	8%
COc1ccc(S(=O)(=O)N2CCC(C(=O)N[C@@H](C)C(=O)NCc3cccnc3)CC2)cc1	1%
Clc1ccc(-c2nc3c4ccccc4ccn3c2Cc2ccccc2)cc1	-11%
C[C@H]1CN([C@@H](C)CO)C(=O)c2cc(-c3cccc(C(=O)N(C)C)c3)cnc2O[C@H]1CN(C)C(=O)Cc1ccccn1	-17%
Cc1ccc(Cc2c(-c3ccc(Cl)cc3)nc3cc(C)ccn23)cc1	-2%
COc1ccc(C(=O)N2CCN(S(=O)(=O)c3ccc4c(c3)OCCO4)CC2)cc1	-1%
CC1(C)CC(=O)C=C(c2n[nH]nc2-c2ccc(F)c(F)c2)C1	12%
O=C(NC1CC1)c1ccccc1	3%
CN(c1ccc(C(=O)NCC2CCCO2)cc1)S(=O)(=O)c1ccc(Cl)cc1 (centres undefined)	-5%
COc1ccc(OCCOC(=O)CNC(=O)c2ccc(F)cc2)cc1	6%
CCN(c1ccccc1)S(=O)(=O)c1ccc(Cl)c(C(=O)Nc2ccncc2)c1	-14%
N#Cc1ccc(Cl)cc1NC(=O)CN1C(=O)C(=O)N(CCC2=CCCCC2)C1=O	-6%
CCCCCC(=O)N1C[C@@H](O)[C@H](n2cc(-c3ccc(F)cc3)nn2)C[C@@H]1c1ccccc1	-15%
COc1ccc(S(=O)(=O)N2CCCC(C(=O)N3CCN(Cc4ccccc4)CC3)C2)cc1Cl (centres undefined)	15%
C[C@H](CO)N1C[C@H](C)[C@@H](CN(C)C(=O)Nc2ccc(F)cc2)Oc2cc(Br)ccc2S1(=O)=O	12%
O[C@@H]1CN(CC2CCCCC2)[C@@H](c2ccccc2)C[C@H]1n1cc(C2CC2)nn1	-14%
CCOc1ccc(C(=O)N[C@H](C(=O)NC2CCCCC2)C(C)C)cc1	-2%
COC(=O)C[C@H]1C[C@H]2c3cc(NC(=O)C4CCOCC4)ccc3O[C@H]2[C@H](CO)O1	11%
COc1ccc(S(=O)(=O)N(C)[C@H]2C[C@H]3c4cc(Oc5ccccc5C)ccc4CCN3C(=O)[C@H]2[C@H](C)O)cc1	-59%[inhibitor]
CCOc1ccccc1CNC(=O)C1CCN(S(=O)(=O)N2CCC(C)CC2)CC1	-1%
Cc1cccc(C)c1NC(=O)c1cc(S(=O)(=O)N2CCC3(CC2)OCCO3)ccc1F	5%
Cc1ccc(C(=O)N[C@H](C(=O)Nc2cccc(S(=O)(=O)N3CCOCC3)c2)C(C)C)cc1	-1%

Shown as labelled records: part of the list above
CCOc1ccc(C(=O)N[C@H](C(=O)NC2CCCCC2)C(C)C)cc1
  Integrin act MD: -2%
Cc1cccc(C)c1NC(=O)c1cc(S(=O)(=O)N2CCC3(CC2)OCCO3)ccc1F
  Integrin act MD: 5%
C[C@H](CO)N1C[C@H](C)[C@@H](CN(C)C(=O)Nc2ccc(F)cc2)Oc2cc(Br)ccc2S1(=O)=O
  Integrin act MD: 12%
O[C@@H]1CN(CC2CCCCC2)[C@@H](c2ccccc2)C[C@H]1n1cc(C2CC2)nn1
  Integrin act MD: -14%

(further entries)
SMILES	Integrin act MD
CC(C)N1CC2(CC(c3ccccc3C(F)(F)F)=NO2)CN1C(=O)c1ccc(C(C)(C)C)cc1 (centres undefined)	4%
CC(=NNS(=O)(=O)c1ccc(C)cc1)c1ccncc1	-5%
Cc1ccccc1NC(=O)Cc1nc(COC(=O)/C=C/c2ccc(F)cc2)cs1	5%
Cc1cc(OCC(=O)Nc2c(C(C)C)cccc2C(C)C)no1	6%
C[C@@H]1CN([C@H](C)CO)S(=O)(=O)c2ccc(Br)cc2O[C@H]1CN(C)C(=O)Cc1ccccn1	4%
Cc1ccc(C=Cc2ccccn2)cc1	4%
Cc1ccc(S(=O)(=O)N(C)C[C@H]2Oc3ncc(Br)cc3C(=O)N([C@H](C)CO)C[C@@H]2C)cc1	5%
Cn1ncc([N+](=O)[O-])c1C(=O)Nc1cc(Cl)ccc1Cl	-4%
O=C(NCCNC(=O)c1ccc(-c2cc(Cl)ccc2Cl)o1)c1cnccn1	-2%
Cc1cc(C)c2c(=O)n(CC(=O)N3CCN(c4ccccc4)CC3)ccc2n1	17%
CN(CC(=O)Nc1ccc(Cl)c(Cl)c1)C(=O)c1ccccc1SCC(=O)N1CCCC1	2%
O=C(C[C@@H]1C[C@@H]2c3cc(NS(=O)(=O)c4ccc(F)cc4)ccc3O[C@@H]2[C@H](CO)O1)N1CCc2ccccc2C1	-7%
Cc1cccc(OC(=O)c2ccc3c(=O)n4c(nc3c2)CCC4)c1	16%
C[C@H](CO)NC(=O)c1nc[nH]c1C(=O)N[C@H](C)c1ccccc1	8%
CCCNC(=O)N(C)C[C@H]1Oc2ncc(C#CCc3ccccc3)cc2C(=O)N([C@H](C)CO)C[C@H]1C	-13%
CN1CCn2cnc(C(=O)N[C@@H](Cc3ccccc3)C(=O)OC(C)(C)C)c2C1=O	-12%
COCOCCn1cc(CN2CCS(=O)(=O)N(Cc3ccc(-c4cccc(N(C)C)c4)cc3)C(CC(C)C)C2=O)nn1 (centres undefined)	-2%
CN(c1ccccc1)S(=O)(=O)c1ccc(C(=O)NCc2cccnc2)cc1	9%
C[C@H](CO)N1C[C@H](C)[C@@H](CN(C)C(=O)Nc2ccccc2F)OCc2cnnn2CCCC1=O	-14%
O=C(c1ccccc1)c1ccc(N2CCN(C(=O)c3ccc(F)cc3F)CC2)c(F)c1	-18%
COc1cc2c(cc1[N+](=O)[O-])-c1ccc([N+](=O)[O-])cc1C2=NNC(N)=S	-31%
COc1ccc(CN2CCNC(=O)C2CC(=O)N(C)C2CCCCC2)cc1OC (centres undefined)	-3%
O=S1(=O)N[C@@H](c2ccccc2)COc2cc(Br)ccc21	7%
CC1=C(C(=O)N2CCOCC2)CC(CC(=O)NCCN2CCOCC2)C(=O)N1CCC1=CCCCC1 (centres undefined)	10%
Cc1c(NC(=O)c2cccc(NC(=O)Cc3ccccc3Cl)c2)c(=O)n(-c2ccccc2)n1C	1%
CC(=O)Nc1ccc(NC(=O)N2CCOCC2)cc1	18%
CN(C(=O)COC(=O)CSc1ccccc1)c1c(N)n(Cc2ccccc2)c(=O)[nH]c1=O	1%
COc1ccc(CCNC(=O)CSC2=NS(=O)(=O)c3cc(F)ccc3N2)cc1OC	-15%
C[C@H](CO)N1C[C@H](C)[C@@H](CN(C)C(=O)Nc2ccc(F)cc2)OCc2cnnn2CCCC1=O	-5%
O=C(NCCN1CCOCC1)C1CCN(S(=O)(=O)c2ccccc2)CC1	11%
O=C(C[C@H]1C(=O)N(c2ccccc2)C[C@@H]1Cc1ccccc1)Nc1ccc(Br)cc1	2%
C#CCN(C[C@H]1[C@H](OC(=O)NCCCCCC)[C@H](OC(=O)NCCCCCC)C[C@@H](C(=O)OC)[C@H]1C(=O)OC)S(=O)(=O)c1ccc(C)cc1	-14%
O=C(Oc1ccccc1)N1CCCCC1	18%
COc1ccc2nc(-c3ccccn3)ccc2c1	0%
COc1ccc(CN(C)C(=O)CNC(=O)c2sc3ccccc3c2Cl)c(OC)c1	13%
Cc1ccc(CNC(=O)CSc2nc(=O)n3ccc(C)cc3n2)cc1	7%
C[C@H](CO)N1C[C@H](C)[C@H](CN(C)Cc2cncnc2)Oc2cc(Br)ccc2S1(=O)=O	15%
Cc1cc(=O)c2ccc(NC(=O)c3ccccc3)cc2[nH]1	-22%
O=C(NN=Cc1ccc2c(c1)CCN2)c1cccs1	-19%
C[C@@H]1CN([C@@H](C)CO)C(=O)c2cc(Br)cnc2O[C@H]1CN(C)C(=O)CN1CCOCC1	-6%
COc1ccc(S(=O)(=O)N(C)C)cc1NC(=O)COc1ccc2c(c1)CCC2	-23%
CCOC(=O)N(C)C[C@@H]1OCc2cnnn2CCCC(=O)N([C@@H](C)CO)C[C@@H]1C	7%
COc1ccc(NC(=O)COC(=O)c2c(NC(C)=O)sc(C)c2C)cc1	6%
CC(C)c1ccc(C(=O)OCC(=O)Nc2cccc(S(=O)(=O)NC3=NCCC3)c2)cc1	6%
CC(C)CC1NC(=O)c2cc3ccccc3cc2-n2c1nc1ccc(Cl)cc1c2=O (centres undefined)	11%
Cc1ccccc1-c1ccc2c(c1)O[C@@H](CN(C)C(=O)Nc1ccc(C(F)(F)F)cc1)[C@H](C)CN([C@@H](C)CO)S2(=O)=O	-56%[inhibitor]
CCc1cccc(C)c1NC(=O)COC(=O)CCn1c(C)csc1=O	-9%
COc1ccccc1CCNC(=O)C1CC(=O)N(c2ccccc2F)C1 (centres undefined)	22%
Cc1ccc(S(=O)(=O)c2nc(/C=C/c3ccccc3)oc2N2CCC(C(N)=O)CC2)cc1	14%
O=C(COC(=O)c1cnccn1)NCc1ccccc1Cl	2%
COc1ccccc1NC(=O)Nc1ccnn1C1CCN(C(=O)C2CCOC2)CC1 (centres undefined)	22%
CCn1c(SCC(=O)Nc2ccccc2)nc2c(c1=O)SCC2	-7%
Cc1ccc(S(=O)(=O)N2C[C@H]3N(C(=O)OC(C)C)N(C(=O)OC(C)C)C[C@H](OC(=O)Nc4cccs4)[C@@]3(O)C2)cc1	-41%

Screening results (PubChem)

An excerpt (hit frequency here may not be typical).
